# Bioassay records: PubChem BioAssay, several laboratories
# bIAP activator: increases bovine intestinal alkaline phosphatase activity; purified bovine IAP, CDP-star luminescence, 30 min; stronger effect = higher value; fold of DMSO-control signal, blank-subtracted; activation factor at 20 µM; hit rate 0.17% among 200,000; AID 1016;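 active = activation factor of 2 or more at 20 µM, a signal rise over negative controls twice the positive control's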
# PMI act hi M6P: activators of human phosphomannose isomerase at near-saturating mannose 6-phosphate; coupled PMI enzyme assay, resazurin fluorescence, 20 min; stronger effect = higher value; 1 = untreated enzyme, 0 = substrate-free blank; activation factor at 20 µM; hit rate 0.34% among 190,000; AID 1216;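 active = activation factor of 2 or more at 20 µM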
# Target sequence (P34949 whole entry, looked up): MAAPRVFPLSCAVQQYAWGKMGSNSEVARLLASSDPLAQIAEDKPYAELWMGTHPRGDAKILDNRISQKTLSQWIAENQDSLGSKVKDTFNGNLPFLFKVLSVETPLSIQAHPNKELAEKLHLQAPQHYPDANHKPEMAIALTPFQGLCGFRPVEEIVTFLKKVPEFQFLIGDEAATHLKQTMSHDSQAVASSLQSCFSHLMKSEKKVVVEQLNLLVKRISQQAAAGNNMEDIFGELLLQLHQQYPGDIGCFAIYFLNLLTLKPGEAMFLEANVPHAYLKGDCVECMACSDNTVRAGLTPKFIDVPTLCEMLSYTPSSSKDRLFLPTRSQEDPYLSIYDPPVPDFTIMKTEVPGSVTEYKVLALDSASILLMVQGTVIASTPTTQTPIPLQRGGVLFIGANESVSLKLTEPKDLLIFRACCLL
#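 Test system: human phosphomannose isomerase with PGI, G6PDH, diaphorase coupling enzymes / Doses: 20 µM compound, 1% DMSO / Times: enzyme reaction with compound 20 min at room temperature / Measured by: Diaphorase-driven resazurin-to-resorufin fluorescence, excitation 544, emission 590 nm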
# TNAP inh noacc: blocks human TNAP activity with no phosphate acceptor present | hit rate 0.26% among 200,000 | P05186 | inhibition, % at 20 µM | purified TNAP, CDP-star luminescence, 30 min;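 active = tissue-nonspecific alkaline phosphatase inhibition above about 50% at 20 µM in the single-dose screen, limit read from the data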;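 note: 0% = DMSO negative control and 100% = EDTA positive control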
# Target sequence (P05186 whole entry, looked up): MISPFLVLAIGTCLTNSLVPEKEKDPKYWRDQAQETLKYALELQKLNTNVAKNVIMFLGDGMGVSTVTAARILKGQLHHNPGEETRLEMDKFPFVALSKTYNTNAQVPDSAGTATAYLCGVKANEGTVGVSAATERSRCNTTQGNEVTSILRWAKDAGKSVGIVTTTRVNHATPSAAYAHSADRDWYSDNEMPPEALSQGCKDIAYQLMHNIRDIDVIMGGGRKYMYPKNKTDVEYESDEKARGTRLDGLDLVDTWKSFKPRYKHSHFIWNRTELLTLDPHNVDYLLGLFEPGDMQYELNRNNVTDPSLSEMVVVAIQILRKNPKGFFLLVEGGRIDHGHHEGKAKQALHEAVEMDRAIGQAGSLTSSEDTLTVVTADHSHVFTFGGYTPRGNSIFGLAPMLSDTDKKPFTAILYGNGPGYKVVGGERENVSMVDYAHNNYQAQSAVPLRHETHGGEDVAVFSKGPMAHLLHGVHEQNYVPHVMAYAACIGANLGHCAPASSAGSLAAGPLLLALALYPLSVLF
# PMI activator: activators of human phosphomannose isomerase; P34949; purified human PMI, coupled resazurin fluorescence, 20 min; stronger effect = higher value; 1 = vehicle control, 0 substrate-free wells; activation factor at 20 µM; hit rate 0.005% among 190,000;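 active = activation factor of 2 or more at 20 µM, relative to plate controls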
# Lmaj promast: reduces viability of Leishmania major promastigotes; resazurin fluorescence viability; inhibition, % at 10 µM; hit rate 9% among 200,000; AID 1063; in the data active = inhibition above about 50%;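 note: promastigotes grown with compound for 44 hours at 28 °C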
# TNAP inh hi DEA: inhibitors of human TNAP at high phosphate acceptor concentration | P05186 | purified TNAP, CDP-star luminescence, 1 M DEA | hit rate 0.03% among 200,000 | inhibition, % at 20 µM;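 active = over 50% inhibition of tissue-nonspecific alkaline phosphatase at 20 µM in the single-dose screen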;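 note: plate controls were DMSO wells for no effect and EDTA-quenched wells as full inhibition for full effect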
# Diaphorase act: diaphorase activation or chemical reduction counter-screen; hit rate 0.005% among 190,000; Diaphorase/resazurin coupled assay, resorufin fluorescence, 16 min; stronger effect = higher value; 1 = vehicle wells, 0 = NADH-free wells; activation factor at 20 µM;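 active = diaphorase activity raised at least twofold by the compound at 20 µM; inactive = activation factor below 2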
#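 Material: Clostridium kluyveri diaphorase, purified enzyme; Quantity: enzyme 0.07 U/mL final; Medium: HEPES pH 7.4 buffer with MgCl2 and Tween 20; Dosing: single compound dose of 20 µM, 1% DMSO final; Schedule: 16 min reaction at room temperature; Measured by: red resorufin fluorescence at 544/590 nm excitation/emission.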
# bIAP inhibitor: intestinal alkaline phosphatase (bovine) inhibition. inhibition, % at 20 µM. 190,000 tested, under 10 active. purified bovine IAP, CDP-star luminescence, 30 min;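 active = over 50% inhibition of intestinal alkaline phosphatase at 20 µM in the single-dose screen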
#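 System: Purified bovine intestinal alkaline phosphatase (IAP) enzyme | Input: IAP diluted 1/65,000,000 in the well | Also added: CDP-star chemiluminescent phosphatase substrate, 30 µM final | Dosing: 20 µM single dose | Times: Enzyme reaction for 30 min at room temperature | Detection: Luminescence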
# TNAP act hiacc: TNAP (human) activation, high acceptor; activation factor at 20 µM; 200,000 tested, under 10 active; AID 1136; purified TNAP, CDP-star luminescence, 1 M DEA, 30 min; stronger effect = higher value; 0 = EDTA background, 1 = DMSO-only activity;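 active = activation factor at least 2 at 20 µM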
#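 Assay system: human TNAP; Input: enzyme diluted 1/800 final; Reagent: CDP-star luminogenic substrate at 100 µM final; Timing: 30 min, room temperature; Signal: luminescence; Evaluation: TNAP activation factor scaled between EDTA and DMSO control wells.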
# Diaph inh CS: diaphorase inhibition or chemical oxidation counter-screen; diaphorase resazurin-to-resorufin fluorescence, NADH, 16 min; bacterial (C. kluyveri) enzyme, not human; inhibition, % at 20 µM; hit rate 0.69% among 190,000;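 active = primary screen inhibition at 20 µM above a set limit, cut at about 50% in these data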;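 note: plate controls were DMSO with full reaction for no effect and wells lacking NADH for full effect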
#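 Benchmarks: positive control wells lacking NADH, neutral wells with DMSO only. System: bacterial diaphorase enzyme (C. kluyveri). Input: 0.14 U/mL diaphorase, enzyme working solution. Detection: resorufin fluorescence, excitation 544 nm, emission 590 nm. Times: 16-min room-temperature incubation before reading.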
# * hit, by the source's call; · = not tested or not shown.
canonical_smiles,bIAP activator,PMI act hi M6P,TNAP inh noacc,PMI activator,Lmaj promast,TNAP inh hi DEA,Diaphorase act,bIAP inhibitor,TNAP act hiacc,Diaph inh CS
CCOC(=O)/C(C#N)=N/Nc1ccc(S(=O)(=O)N2CCc3ccccc32)cc1,1,1.1,-2,1.1,-2,10,0.8,-1,0.9,20
Cn1cccc1/C=C1\SC(=S)N(NC(=O)c2ccccc2)C1=O,0.9,0.9,26,0.8,10,31,0.8,9,0.7,19
Cc1cc(C)cc(C(=O)Nc2nnc(SCC(=O)N3CCCc4ccccc43)s2)c1,1.3,0.9,12,0.8,-5,1,0.9,-26,1,12
Cc1ccc(C)c(NC(=O)Cn2nnc(C(=O)Nc3c(C)cccc3C)c2N)c1,1,1,-6,1.1,3,-2,1,2,1,-4
O/N=C/c1ccc(-c2cc(Cl)ccc2Cl)o1,1.4,1.1,6,1.2,67*,-3,1,-42,1,-1
CCc1nc(SCc2ccc(C(=O)OC)o2)n[nH]1,1.2,1,7,0.9,-3,-7,0.6,-15,1.1,37
CC(Oc1ccc(Cl)cc1Cl)c1ccnc(N)n1 (centres undefined),0.9,1,-4,1,10,0,0.9,8,1,6
CS(=O)(=O)N1CCC(C(=O)Nc2ccccc2Sc2ccccc2)CC1,0.9,1,-11,0.9,-3,-4,0.9,12,1,10
COc1cc(C=O)ccc1OCc1ccccc1Br,1,0.9,-6,0.9,-3,-1,0.8,1,1,16
COc1ccc2cc(C3CC(c4ccco4)=NN3S(=O)(=O)c3ccccc3)c(Cl)nc2c1 (centres undefined),1,1,0,1,31,0,0.8,4,1,24

# Overlap with the part before: three entries, followed by the next part.
canonical_smiles,bIAP activator,PMI act hi M6P,TNAP inh noacc,PMI activator,Lmaj promast,TNAP inh hi DEA,Diaphorase act,bIAP inhibitor,TNAP act hiacc,Diaph inh CS
CS(=O)(=O)N1CCC(C(=O)Nc2ccccc2Sc2ccccc2)CC1,0.9,1,-11,0.9,-3,-4,0.9,12,1,10
COc1cc(C=O)ccc1OCc1ccccc1Br,1,0.9,-6,0.9,-3,-1,0.8,1,1,16
COc1ccc2cc(C3CC(c4ccco4)=NN3S(=O)(=O)c3ccccc3)c(Cl)nc2c1 (centres undefined),1,1,0,1,31,0,0.8,4,1,24
O=C(OCC(=O)N1CCN(C(=O)c2ccco2)CC1)c1cc(=O)c2ccccc2o1,1,1.1,-9,1.1,-3,-3,0.9,3,1,9
COc1ccc(CC(=O)N2CCCC(C)C2)cc1 (centres undefined),1,1.1,-9,1,-5,-6,1,1,1.1,0
CCOC(=O)Cn1c(=O)c2c(nc(Br)n2Cc2ccccc2Cl)n(C)c1=O,1,1,-10,1,-2,-2,0.9,4,1,6
CCN(CC)S(=O)(=O)c1ccc(OC(C)C)c(N)c1,1,1,-8,1.1,-4,0,1,2,1,1
CN(C)C(=O)N1CCCC(C(=O)NCc2ccc(F)cc2Cl)C1 (centres undefined),0.9,1.1,4,1,4,-1,1.1,8,1,-7
COC(=O)c1ccc(C(C(=O)NC2CCCCC2)N(Cc2ccccc2)C(=O)Cc2cccs2)cc1 (centres undefined),1,0.9,-13,0.9,99*,3,0.9,-5,1,8
O=C(NCc1ccccc1)C1COc2ccccc2O1 (centres undefined),0.9,1.1,-10,1.1,5,-2,1.1,10,1,-10
O=C(/C=C/c1cccs1)Nc1cccc(NC(=O)/C=C/c2cccs2)n1,0.9,0.9,-4,0.8,55*,1,0.9,12,1,13
COc1cc(/C=N/NC(=O)c2sc(N)c(C#N)c2C)cc(Br)c1O,0.9,1,-1,1,18,-5,0.9,10,1.1,6
CC(C)CC(=O)Nc1nnn(C)n1,0.9,0.9,-2,1,-5,-7,0.9,11,1.1,12
C=CCN1C(=O)/C(=C2/Sc3ccc(OC)cc3N2C)SC1=Nc1cccc(O)c1,1.2,1.1,-2,1,13,-1,1,-18,1,3
O=C(CCCN1C(=O)c2ccccc2C1=O)Nc1nccs1,1,1,-13,1.1,-5,-6,1,-3,1.1,-5
CCC(=O)N1CCN(c2cc(NCC3CCCO3)c(F)cc2[N+](=O)[O-])CC1 (centres undefined),0.8,0.9,34,1,0,12,0.9,16,0.9,11
Cc1ccccc1CSc1nnc(C)n1N,0.9,1.1,-4,1,-6,-6,0.9,7,1.1,6
COc1ccc(C(=O)NCCN2CCOCC2)c(OC)c1OC,1.1,1,-9,0.9,-5,-7,0.8,-5,1.1,22
CN1C(=O)CC(N2CCC(c3nc4ccccc4[nH]3)CC2)C1=O (centres undefined),0.9,0.7,-15,0.9,-3,-9,0.7,12,1.1,29
CCN(CC)S(=O)(=O)c1ccc(S(=O)(=O)N2CCCC2)cc1,1,·,-6,·,-7,-8,·,-3,1.1,·
COC1CCCCC1NS(=O)(=O)c1ccc(Cl)cc1 (centres undefined),1,0.9,-16,1,-3,0,0.9,0,1,11
Clc1cccc(Cl)c1Cn1cnc(=NCc2ccco2)c2[nH]cnc21,0.9,1.1,2,1.1,20,-9,0.9,14,1.1,10
CCOc1ccc(C(=O)N2CCN(c3cnn(-c4ccccc4)c(=O)c3Cl)CC2)cc1,0.9,0.5,1,0.7,4,-3,0.8,7,1,21
Brc1cccc(CNc2nc3ccccc3n2CCN2CCOCC2)c1,1.1,1,-2,1,49,-2,1.1,-9,1,-9
COC(=O)c1ccc(C(=O)OC)c(NC(=S)N2CCCCC2)c1,1,1.1,-8,1,-2,0,1,-1,1,-4
CCN(CC)S(=O)(=O)c1ccc(Cl)c(C(=O)Nc2nnc(C)s2)c1,1,1,-15,1,-5,-4,0.9,-2,1,8
Cc1ccc(C2C(C#N)=C(N)Oc3c2oc(CO)cc3=O)o1 (centres undefined),0.7,0.6,14,1,·,1,1,27,1,4
CC(=O)c1c(C(C)=O)c(C)n(-c2nc(-c3ccc(C)c(C)c3)c(C)s2)c1C,0.8,0.8,-9,0.8,7,0,0.8,17,1,16
O=C(OCc1cc2ccccc2[nH]c1=O)c1ccccc1,0.9,1,-6,1,8,-1,0.9,12,1,9
C/C(=N\N1CCN(C2c3ccccc3-c3ccccc32)CC1)c1ccncc1,0.9,0.9,-9,0.9,22,-6,0.8,7,1.1,19
CCOc1ccc(NC(=O)c2ccc(CNc3c(NC4CCCCC4)c(=O)c3=O)cc2)cc1,0.7,1.1,-24,1.1,-9,-9,1,32,1.1,0
CS(=O)(=O)N(CC(=O)NCCSC1CCCCC1)c1cccc(F)c1,0.8,0.9,-4,1,20,2,0.9,18,1,6
CCOc1cc2[nH]c(=O)n(CCCN3CCN(c4ccc(OC)cc4)CC3)c(=O)c2cc1OCC,1,0.8,-10,0.8,4,-3,0.9,-4,1,7
FC(F)(F)c1cccc(N2CCN(Cc3ccoc3)CC2)c1,0.9,1,-6,0.9,93*,1,0.9,7,1,6
CCOC(=O)c1ccc(NC(=O)CCc2nc(-c3ccc(C)cc3)no2)cc1,0.9,0.8,-8,0.7,5,-2,0.8,14,1,23
CCOC(=O)C1C(=O)OC(C)(C)C1C(C)C(=O)c1ccc(OC)cc1 (centres undefined),1,1,-10,0.9,0,-6,1.1,-1,1.1,-7
O=c1ccc(NS(=O)(=O)c2ccc(Cl)cc2)cn1Cc1ccc(Cl)c(Cl)c1,1,0.8,-3,0.9,-4,-6,0.8,-4,1.1,25
Nc1nc2ccc(O)cc2s1,1,1,-4,1,1,4,0.9,-2,1,5
O=C(NCCCN1CCOCC1)c1cc2cc(Br)ccc2oc1=O,1,1,-2,1,15,2,1,4,1,4
Cc1ccc(NC(=O)Nc2cc(S(=O)(=O)N(C)C)ccc2C)cc1,0.8,0.9,-31,1,8,-10,0.8,19,1.1,22
COCCn1nnnc1C(C(C)C)N1CCOCC1 (centres undefined),0.9,1.1,5,1.1,-5,1,1,9,1,-3
CC(C)[C@H](NC(=O)[C@H](CC(=O)O)NC(=O)[C@H](CCCCN)NC(=O)[C@@H](N)CCCN=C(N)N)C(=O)N[C@@H](Cc1ccc(O)cc1)C(=O)O,0.9,1.1,-10,1,-2,-4,1,13,1,4
Cc1ccc(CNC(=O)C2CC(c3ccccc3[N+](=O)[O-])=NO2)o1 (centres undefined),1,0.9,-9,0.9,-7,0,0.8,-2,1,19
CCC(=O)c1ccc(OCC(=O)Nc2nn3cnnc3s2)cc1,1,1,-10,1.1,-9,-3,0.9,5,1,11
CCOC(=O)c1cc2[nH]c3ccccc3c2[n+](-c2ccc([N+](=O)[O-])cc2)c1C,0.8,1.1,-6,1,7,3,0.9,15,1,12
CCn1cc(C(=O)Nc2ccccc2)c(=O)c2ccc(C)nc21,1.1,·,-2,·,-3,-1,·,-8,1,·
CC1(C)CC(=O)/C(=C(\O)c2ccccc2)C(=NCCc2ccccc2)C1,1,1,-12,1,4,-3,1,-1,1,-1
COCCCNC(=S)NC(=O)c1ccc(C)cc1,0.9,0.9,-3,1,-7,-1,0.8,6,1,18
c1ccc(Oc2ncnc3sccc23)cc1,1.1,1,-8,1,-4,-2,1,-12,1,-1
CC(C)=CCOc1ccc2ccc(=O)oc2c1,1,1.1,-5,1,-7,-1,0.9,-2,1,6
CN1CCC(N(C)C(=O)COc2ccc(S(=O)(=O)N3CCOCC3)cc2)CC1,0.9,1,-10,1.1,3,-4,1,6,1,0
COc1ccc(S(=O)(=O)N(C)c2ccc(C(=O)N3CCC(C(N)=O)CC3)cc2)cc1,0.9,1,-11,1,-4,-6,0.9,6,1.1,11
O=C(Nc1nnc(SCc2ccc(F)cc2)s1)c1ccc2c(c1)C(=O)N(c1ccccc1Cl)C2=O,1.1,1,-1,0.9,-12,-4,1.1,-11,1,-7
CSc1nc(N(C)C)nc(N2CC(=O)N(CCNS(=O)(=O)c3ccc(C)cc3)C2=N)n1,0.7,1,-16,0.9,7,3,0.8,32,1,16
O=C(NCCN=C1NS(=O)(=O)c2ccccc21)c1ccncc1,0.9,0.9,-17,0.9,-9,0,0.9,7,1,14
CC(=O)c1cc(CN2CCN(Cc3ccccc3)C(CCO)C2)cs1 (centres undefined),1,1,-1,1,65*,-2,1,-2,1,4
